CDK5 p35 inh: inhibitors of human CDK5/p35 kinase, primary screen, biochemical, single concentration. Cyclin-dependent kinase 5 (Homo sapiens) + Cyclin-dependent kinase 5 activator 1 (Homo …. Recombinant CDK5/p35, ADP-Glo luminescence, 60 min. inhibition, % at 10 µM. actives 0.01% (n = 330,000). AID 488839, 2010;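 active means highest replicate inhibition of at least 50% and at least 75% of replicates reaching 50%; inconclusive means only one of the two criteria met; inactive means both criteria failed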;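 further: plate controls were DMSO neutral control for no effect and GW8510 at 10 µM for full effect; many of its hits are not listed in these tables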
HTR5A ag ctr: HTR5A agonists in luminescence cell assay, primary screen, counter-screen for OPRM1-OPRD1 heterodimer agonist project, full-deck HTS | 5-hydroxytryptamine receptor 5A (Homo sapiens), P47898 | cell-based | activation, % at 9.3 µM | actives 0.61% (n = 340,000) | AID 504692, 2011; in the data active means activation mostly above about 9.5%, no sharp cut-off; inactive means mostly below about 7.6%;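 further: 0% = cells with vehicle only and 100% = reference agonist; strong numbers were not always called active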
Target sequence (P47898 whole entry, looked up): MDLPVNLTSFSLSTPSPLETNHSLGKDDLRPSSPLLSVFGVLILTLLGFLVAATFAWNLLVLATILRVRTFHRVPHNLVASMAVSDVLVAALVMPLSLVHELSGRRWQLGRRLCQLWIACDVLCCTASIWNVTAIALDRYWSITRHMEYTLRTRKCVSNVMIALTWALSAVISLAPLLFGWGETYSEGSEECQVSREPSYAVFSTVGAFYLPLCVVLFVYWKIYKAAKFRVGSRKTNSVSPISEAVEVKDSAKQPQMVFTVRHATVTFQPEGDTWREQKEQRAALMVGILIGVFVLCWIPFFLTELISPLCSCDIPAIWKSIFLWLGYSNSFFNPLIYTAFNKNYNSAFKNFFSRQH
Tat transport: E. coli Tat export inhibitors, primary screen, MC4100, TorA-mCherry reporter, fluorescence, single point | AID 488895, 2010 | inhibition, % at 10 µM | actives 0.036% (n = 340,000);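 active means mean replicate inhibition at least 50% and at least half of replicates individually reaching 50%; inconclusive means only one of the two criteria met; inactive means neither criterion met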;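 further: exported cargo escapes ClpAP degradation while cytoplasmic cargo is degraded and loses fluorescence; 0% = median of neutral control wells and 100% = median of NaSCN control wells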
DAGLB inhibitor: DAGLB lipase inhibitors, primary screen, biochemical, fluorescence, HTS; Diacylglycerol lipase-beta (Homo sapiens), Q8NCG7; actives 0.059% (n = 340,000); HEK293T DAGLB membrane lysate, EnzChek fluorogenic substrate; AID 504411, 2011; inhibition, % at 5.17 µM; in the data active means inhibition above about 34%;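 further: 0% = enzyme with vehicle and 100% = wells lacking enzyme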
Target sequence (Q8NCG7 whole entry, looked up): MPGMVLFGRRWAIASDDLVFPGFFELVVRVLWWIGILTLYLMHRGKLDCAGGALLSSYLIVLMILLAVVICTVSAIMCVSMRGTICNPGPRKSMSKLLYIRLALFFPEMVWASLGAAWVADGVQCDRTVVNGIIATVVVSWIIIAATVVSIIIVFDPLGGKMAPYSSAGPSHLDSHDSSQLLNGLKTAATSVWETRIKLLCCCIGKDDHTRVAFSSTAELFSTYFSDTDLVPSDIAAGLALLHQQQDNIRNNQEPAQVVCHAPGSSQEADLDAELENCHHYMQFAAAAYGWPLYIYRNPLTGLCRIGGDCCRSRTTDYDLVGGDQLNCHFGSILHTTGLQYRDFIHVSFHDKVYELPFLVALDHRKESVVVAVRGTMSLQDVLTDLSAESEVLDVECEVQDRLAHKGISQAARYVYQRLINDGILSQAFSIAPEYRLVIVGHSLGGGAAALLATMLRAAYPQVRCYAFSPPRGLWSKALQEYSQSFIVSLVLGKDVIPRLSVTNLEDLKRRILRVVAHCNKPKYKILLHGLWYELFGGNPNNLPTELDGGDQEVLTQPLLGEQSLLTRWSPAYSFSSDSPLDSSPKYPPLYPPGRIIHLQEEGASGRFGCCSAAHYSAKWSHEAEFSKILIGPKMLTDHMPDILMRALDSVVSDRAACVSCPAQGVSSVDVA
Mot1-301 SUMO: yeast Mot1-301 growth rescue at high temperature, primary screen, SUMOylation pathway inhibitor project, S. cerevisiae, ATP luminescence, 38.5C; AID 2716, 2010; actives 1% (n = 320,000); S. cerevisiae Mot1-301 growth rescue; percent above DMSO median, 100 means doubled; growth rescue, % at 18.8 µM;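 active means every valid replicate shows activation above 250% relative to neutral control wells; inactive means the rest, any valid replicate at or below 250%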;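 further: OY570 slx delta 5 strain wells were the positive control but not used for scaling; some compounds called inactive have numbers as strong as hits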
AddAB inh: growth inhibition of E. coli expressing H. pylori AddAB, primary screen, AddAB inhibitor project, absorbance | actives 0.29% (n = 330,000) | AID 435030, 2010 | inhibition, % at 11.9 µM; in the data active means inhibition above about 12%;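 further: 0% = vehicle wells of infected cells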
E coli growth: E. coli V3065 growth inhibition, primary screen, counter-screen for AddAB inhibitor project, absorbance, OD600; 18 h; inhibition, % at 11.9 µM; actives 0.27% (n = 330,000); AID 449728, 2010;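 active means inhibition above the campaign's mean inhibition across all tested compounds plus 3 SD, cut at about 9.9% in these data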;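 further: uninfected addAB+ strain grown without phage in ampicillin broth; 0% = DMSO wells and 100% = ciprofloxacin 0.95 µg/ml wells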
PKA-R1A act: activators of PKA-R1A holoenzyme, primary screen, biochemical, fluorescence polarization, Cy5-IP20, bovine R1A, mouse PKAc | PKA-R1A dissociation; scaled: DMSO 0%, 113 µM cGMP 100% | activation, % at 11.4 µM | actives 0.083% (n = 340,000) | AID 504707, 2011;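 active means percent activation above the mean of all tested compounds plus 3 SD, cut at about 19% in these data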;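 further: higher means more PKAc released from R1A so a rise in polarization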
HTR5A inv ag: HTR5A inverse agonists in luminescence cell assay, primary screen, counter-screen for OPRM1-OPRD1 heterodimer inverse agonist project, full-deck HTS. 5-hydroxytryptamine receptor 5A (Homo sapiens), P47898. HTR5A cell line, inverse agonism. inhibition, % at 9.3 µM. actives 0.083% (n = 340,000). AID 504634, 2011; in the data active means inhibition mostly above about 23%, no sharp cut-off; inactive means mostly below about 18%;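 further: 0% = cells with DMSO and 100% = no-cell wells with DMSO; some compounds called inactive have numbers as strong as hits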
phage Ecoli inh: growth loss of phage-infected E. coli, primary screen, RecBCD inhibitor project, absorbance, with phage, HTS | inhibition, % at 11.9 µM | actives 0.26% (n = 360,000) | AID 651602, 2012; in the data active means inhibition above about 11%
PKA-R2B act: activators of PKA-R2B holoenzyme, primary screen, biochemical, fluorescence polarization, Cy5-IP20, human; activation, % at 11.4 µM; actives 0.079% (n = 340,000); cAMP-dependent protein kinase catalytic subunit beta (Homo sapiens) + cAMP-dependent …; PKA-R2B holoenzyme dissociation; R2B truncated from residue 108, S112A mutant; 0% DMSO only, 100% 113 µM cGMP;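 active means activation above a cutoff set at the mean over all compounds plus 3 SD, cut at about 18% in these data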;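 further: higher means more holoenzyme dissociation and a rise in polarization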
* marks the source's active call; other numbers are inactive results; ? = inconclusive; / = no result given.

SMILES	CDK5 p35 inh	HTR5A ag ctr	Tat transport	DAGLB inhibitor	Mot1-301 SUMO	AddAB inh	E coli growth	PKA-R1A act	HTR5A inv ag	phage Ecoli inh	PKA-R2B act
CCOC(=O)c1cc2c(N)c(C(=O)c3cc(C#N)c(SC)nc3C)sc2nc1C	1.0	-2	1	0	128	-0.7	-1.1	-16	-2	0.3	-9
Cc1nc2c(cnn2-c2ccccc2)c(=O)n1/N=C/c1ccccc1	1.7	2	1	0	-15	-1.3	-1.5	-1	-13	1.0	-1
O=C(COC(=O)/C=C/c1ccco1)NCc1ccc(Cl)cc1	0.3	0	3	-4	9	0.8	-0.2	-5	0	1.7	7
COc1ccc(-c2nnc(SCc3nnc(-c4ccc(Cl)cc4)o3)n2-c2ccccc2)cc1	-0.2	0	2	-5	2	-0.1	0.3	-12	-3	2.2	0
COc1ccc(CCNc2ncnc3sc(C)cc23)cc1OC	-0.7	3	-5	-2	-12	/	/	-10	-13	-1.3	2
Cc1ccc(NC(=O)Cn2c(/C=C/c3ccccc3)nc3ccccc32)cc1C	0.5	/	1	-3	-8	-0.3	0.3	2	/	3.9	-10
CC(C)n1c(SCCCc2ccccc2)nc2c1c(=O)[nH]c(=O)n2C	-0.1	2	0	0	/	/	/	-3	-13	2.0	-4
COc1ccc(C(=O)N2CCN(C)C(=O)[C@@H]2C)cc1OC1CCN(C(C)C)CC1	1.3	5	-11	-1	-10	0.3	1.9	-4	-3	5.0	0
Nc1nc(N)c(N=Nc2ccc(SCC(=O)O)cc2)c(=O)[nH]1	1.6	-2	-1	1	11	-0.1	0.0	-6	7	0.7	-9
COc1ccc([N+](=O)[O-])cc1NC(=O)C(C)NNC(=O)c1cccc([N+](=O)[O-])c1 (stereo unspecified)	-0.9	-4	3	1	-16	0.2	1.4	-3	9	0.0	-11
COc1ncnc(NS(=O)(=O)c2ccc(N)cc2)c1OC	-4.9	0	-1	2	-17	0.8	-0.9	3	1	5.0	-1
CCN(CC(=O)Nc1ccccc1OC)C(=O)CN1C(=O)NC2(CCCC2)C1=O	0.7	5	3	-1	-33	0.7	-1.4	-10	-14	3.6	-14
COC(=O)C1=C(C(=O)OC)[C@@H]2Nc3ccccc3[C@@]23C[C@@H](C(=O)OC)N(C(=O)c2cc(C)oc2C)C3=N1	1.4	-1	-4	-2	-17	-2.7	-0.4	-5	-10	2.5	5
NC(=O)CSc1nnnn1-c1ccc2c(c1)OCCO2	-1.4	3	-6	-3	18	-0.5	-0.6	-4	-7	3.9	-11
Cc1nn(CC(=O)Nc2ccc(F)cc2)c(=O)c2ccccc12	-0.9	0	0	-1	16	-1.6	-1.7	5	-1	1.9	-12
O=C(O)/C(=C\c1ccc(Cl)cc1)c1ccc(S(=O)(=O)N2CCCC2)s1	-0.7	0	-7	0	-1	2.6	0.7	8	1	-0.5	2
Cc1nnc(SCC(=O)N2CCC(c3noc4ccc(F)cc34)CC2)s1	-1.7	0	-10	-2	-13	-0.7	1.1	0	-5	3.7	-4
CCOc1ccc(NC(=O)c2ccc(NS(=O)(=O)c3cccc4cccnc34)cc2)cc1	-0.6	0	-2	-2	/	/	/	0	1	2.5	9
CCN(CC)S(=O)(=O)c1ccc(S(=O)(=O)Nc2ccc3c(c2)oc2ccccc23)cc1	-1.1	0	?	-4	-5	-0.1	2.9	-6	-1	-0.2	-7
Cc1ccc(S(=O)(=O)N(C)CC(=O)NCC(c2ccco2)N(C)C)cc1 (stereo unspecified)	0.8	-4	-8	-1	0	0.9	-0.5	0	10	2.2	13
Cc1ccccc1Cn1c(C)nc2ccccc21	-1.3	-1	-5	0	15	3.0	0.4	-3	3	-0.4	-1
CCOC(=O)c1cc(-c2ccccc2)n(CCC(=O)N2CCN(c3ccccc3OC)CC2)c1C	-0.7	3	10	-3	-8	1.9	-0.7	-4	-11	2.0	4
Cc1ccc(S(=O)(=O)NCCCOC(=O)Nc2ccncc2)cc1	0.9	6	1	-1	-11	-1.2	-1.7	-6	-15	1.1	-3
Cc1nc([N+](=O)[O-])c(C(=O)OCc2ccccc2C#N)n1C	1.2	0	11	0	/	2.1	1.8	6	0	0.6	7
COC(=O)c1ccccc1NC(=O)C(C)NS(=O)(=O)c1ccc(OC)cc1 (stereo unspecified)	0.2	2	0	-5	15	2.3	-0.3	-9	-1	-0.3	-2

A different layout for part of the listing above.
canonical_smiles | CDK5 p35 inh | HTR5A ag ctr | Tat transport | DAGLB inhibitor | Mot1-301 SUMO | AddAB inh | E coli growth | PKA-R1A act | HTR5A inv ag | phage Ecoli inh | PKA-R2B act
Cc1nnc(SCC(=O)N2CCC(c3noc4ccc(F)cc34)CC2)s1 | -1.7 | 0 | -10 | -2 | -13 | -0.7 | 1.1 | 0 | -5 | 3.7 | -4
Cc1nc2c(cnn2-c2ccccc2)c(=O)n1/N=C/c1ccccc1 | 1.7 | 2 | 1 | 0 | -15 | -1.3 | -1.5 | -1 | -13 | 1.0 | -1
Cc1ccc(S(=O)(=O)N(C)CC(=O)NCC(c2ccco2)N(C)C)cc1 (stereo unspecified) | 0.8 | -4 | -8 | -1 | 0 | 0.9 | -0.5 | 0 | 10 | 2.2 | 13
COc1ccc(-c2nnc(SCc3nnc(-c4ccc(Cl)cc4)o3)n2-c2ccccc2)cc1 | -0.2 | 0 | 2 | -5 | 2 | -0.1 | 0.3 | -12 | -3 | 2.2 | 0
Cc1nc([N+](=O)[O-])c(C(=O)OCc2ccccc2C#N)n1C | 1.2 | 0 | 11 | 0 | / | 2.1 | 1.8 | 6 | 0 | 0.6 | 7

Going on with the list.
SMILES	CDK5 p35 inh	HTR5A ag ctr	Tat transport	DAGLB inhibitor	Mot1-301 SUMO	AddAB inh	E coli growth	PKA-R1A act	HTR5A inv ag	phage Ecoli inh	PKA-R2B act
COc1ccc(C(=O)C2CCN(C(=O)c3ccc(F)cc3)CC2)cc1	-1.3	0	1	2	5	2.0	-0.2	-11	6	0.6	-1
Cc1ccc(NC(=S)NCCc2ccc(Cl)cc2)c(C)c1	-1.3	2	-8	-9	5	0.1	-0.3	11	-8	3.0	4
Cc1ccc(N2CC(C(=O)Nc3ccc(S(=O)(=O)Nc4nccs4)cc3)CC2=O)cc1C (stereo unspecified)	-0.7	9	5	0	12	0.8	-0.1	-6	-18	0.6	8
O=C(c1ccc(Cl)cc1)N1CCN(C(=O)C2CCCCC2)CC1	-0.4	0	0	-5	-1	0.9	1.4	7	1	0.2	0
Cc1ccccc1Oc1ccc2c(c1)[C@@H]1C[C@H](N(C)C(=O)c3ccc(C#N)cc3)[C@H]([C@H](C)O)C(=O)N1CC2	-1.9	/	17	-2	/	/	/	-4	/	1.0	6
C=C(C)COc1ccc(-c2[nH]ncc2Oc2ccc(OC)cc2)c(O)c1	0.1	2	12	-8	215	3.7	5.1	-2	-7	4.3	-11
CC(=O)c1ccc(N2CCN(S(=O)(=O)c3ccc(-c4cnc(C5CC5)o4)cc3)CC2)cc1	1.2	-1	1	0	36	0.9	-0.3	-11	-2	/	-3
CCOCCCNCc1ccc(OCCC(C)C)c(OC)c1	2.5	0	-3	1	194	-1.5	-1.8	2	1	-1.1	1
O=C(NC1=NCCS1)c1ccc(C(F)(F)F)cc1	1.1	-4	-4	-2	-11	1.5	-0.6	-5	15	-1.4	9
NCC/C=C1/c2ccccc2CSc2ccccc21	0.5	1	-6	-4	-8	5.1	5.4	-4	12	-0.5	-3
O=C(NC1CC1)C1=C[C@H](c2coc3ccccc3c2=O)C[C@H](OCc2ccc(CO)cc2)O1	1.1	-2	-2	-5	-5	0.7	0.9	0	-33	2.5	-2
Cc1ccc(-n2ncc3c2CC(C)(C)CC3NC(=O)c2c(C)noc2C)cc1 (stereo unspecified)	-0.3	0	5	-2	5	/	/	-2	11	1.5	9
CC(=O)Nc1cccc(NC(=O)CSc2nnc3ccc(-c4cccnc4)nn23)c1	1.5	-2	-15	0	738	-0.7	0.8	15	5	1.5	-8
CS(=O)(=O)N(CCc1ccccc1)CC(=O)NCc1ccccc1Cl	-1.0	2	-7	-2	2	-1.3	-0.9	-1	-9	4.3	-9
Cc1onc(-c2c(Cl)cccc2Cl)c1C(=O)NCC1CCCO1 (stereo unspecified)	3.0	3	-10	-2	-15	1.3	0.4	-5	-17	3.6	-10
Cc1ccc2nc3c(c(C(=O)OCC(=O)N(C)C4CCS(=O)(=O)C4)c2c1)CCCC3 (stereo unspecified)	-0.5	2	-1	0	/	-0.5	-0.4	-1	-7	3.7	-6
O=C(Cn1nnc(-c2ccccc2F)n1)NCCc1ccccc1	1.4	3	-2	-3	-11	1.5	-0.2	12	-8	4.2	-7
CCc1ccccc1NC(=S)N(CCN(C)C)Cc1cccs1	-5.4	2	5	1	-8	0.6	1.5	-12	-5	2.7	0
Cc1cc(/C=C(\C#N)C(=O)NCc2ccco2)c(C)n1C1CCCC1	2.2	2	-9	-1	1	6.0	0.0	-4	-5	4.7	1
CC1=NN(C(C#N)c2c(C)nn(Cc3ccccc3)c2C)C(C)(C)C1 (stereo unspecified)	-0.8	-1	0	1	-10	1.0	-0.6	-12	-16	4.7	-5
CCn1c(SCC(=O)Nc2ccc(C)cc2)nc2nc3c(cc2c1=O)COC(C)(C)C3	0.2	7	1	-5	-9	-0.9	-2.0	-7	-18	1.5	-1
COc1ccccc1C(=O)NCCC(=O)NCC(c1ccco1)N1CCCCC1 (stereo unspecified)	1.0	0	-8	0	0	1.9	1.9	5	-23	4.7	4
COc1ccc(C)cc1S(=O)(=O)NC(C)C(=O)Nc1ccc2c(c1)OCO2 (stereo unspecified)	-0.1	1	8	0	-11	1.7	-0.8	-7	-1	1.3	4
COC(=O)c1c(NS(=O)(=O)Cc2ccccc2)sc2c1CCCC2	-2.1	2	25	0	20	-2.1	-4.8	-2	6	2.8	-12
Cc1ccc(OCCC(=O)OCC(=O)Nc2c(C)nn(-c3ccccc3)c2C)cc1	0.9	-3	8	-2	-1	-1.6	0.4	3	9	4.1	7
Cn1c(N)c(C(=O)CSc2nnc3n2CCCCC3)c(=O)n(C)c1=O	-0.4	-3	-3	0	-3	1.2	0.3	-10	4	2.1	-6

Source: PubChem
